HIF act: HIF pathway transcriptional activation; U2OS HRE-luciferase reporter, luminescence; normalized: DMSO 0%, desferrioxamine 100%; activation, % at 7.5 µM (by protocol); hit rate 0.32% among 300,000;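 active means mean activation of at least 10% of the iron chelator positive control signal, with at least half of replicates also reaching 10%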
KLF5 inh: suppresses KLF5 promoter-driven expression | DLD-1 KLF5 promoter-luciferase reporter, luminescence | inhibition, % at 5 µM | hit rate 0.23% among 290,000;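 active means inhibition above a per-plate limit of that plate's mean compound inhibition plus 3 SD, cut at about 60% in these data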;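 further: 0% = DMSO wells and 100% = LY294002 at 200 µM; higher means less KLF5 promoter-driven luciferase light; inactives centre near -14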
HSF1 activator: increases HSF-1 driven luciferase reporter signal. NIH3T3-HGL HSF-1 luciferase reporter, MG132, 8 h; 100% = twice DMSO control signal. activation, % at 9 µM. hit rate 1.7% among 300,000;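 active means mean replicate activation of at least 50% with a set share of replicates each reaching 50%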;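 further: 0% = median of the neutral control wells and 100% = twice that signal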
HSF1 inhib: HSF1 inhibition. activity change, negative = inhibition, % at 7.5 µM (by protocol). hit rate 0.77% among 300,000. NIH3T3-HGL HSE-luciferase, MG132-induced, luminescence 8 h; stronger effect = lower value;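 active means more than half of replicate wells show activity change below -50%, luminescence cut by over half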;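 further: luciferase reports HSF-1 transcriptional activity via heat shock element; 0% = median of DMSO wells and -100% = zero luminescence signal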
GSK3 alpha inh: inhibitors of human GSK-3 alpha kinase. ADP-Glo luminescence, 60 min. hit rate 0.1% among 320,000. P49840. inhibition, % at 10 µM;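 in the data active means inhibition above about 50%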;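 further: GST-tagged GSK-3 alpha with peptide substrate and 25 µM ATP; 0% = DMSO neutral wells and 100% = GW8510 positive control wells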
AI-2 QS mod: Vibrio harveyi AI-2 quorum sensing modulation; Vibrio harveyi JMH597 AI-2 luminescence/OD600 ratio, 9 h; stronger effect = lower value; strain lacks LuxN and CqsS sensors; 0 = neutral-control median; activity change, % at 7.5 µM; hit rate 0.4% among 300,000; in the data active means activity change below about -75%, passing the limit was not always enough;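 further: luminescence divided by OD600 gain over 9 h not by final OD600 alone; inactives centre near 13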
GSK3beta inhib: human GSK3beta kinase inhibition; P49841; GST-GSK3beta kinase, ADP-Glo luminescence, 60 min; stronger effect = lower value; hit rate 0.038% among 300,000; AID 2097; activity score (negative = inhibition), % at 10 µM;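 active means more than half of replicate wells score below -50%, meaning over 50% inhibition versus plate controls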;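 further: 0% = median DMSO wells and -100% = median GW8510 positive control wells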
Target sequence (P49841 whole entry, looked up): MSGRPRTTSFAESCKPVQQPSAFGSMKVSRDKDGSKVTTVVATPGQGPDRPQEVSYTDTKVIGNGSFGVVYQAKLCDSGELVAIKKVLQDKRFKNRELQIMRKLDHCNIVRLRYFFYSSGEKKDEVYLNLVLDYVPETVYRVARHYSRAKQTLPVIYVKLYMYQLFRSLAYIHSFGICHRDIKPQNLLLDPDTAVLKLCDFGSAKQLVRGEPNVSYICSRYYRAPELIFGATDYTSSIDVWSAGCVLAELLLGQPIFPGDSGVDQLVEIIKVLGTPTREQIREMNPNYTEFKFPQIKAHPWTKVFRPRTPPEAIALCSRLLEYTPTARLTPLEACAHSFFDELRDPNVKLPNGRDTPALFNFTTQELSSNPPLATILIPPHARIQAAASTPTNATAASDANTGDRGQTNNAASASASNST
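Test system: GST-tagged human GSK3beta kinase, cell-free; evaluation: activity score scaled between in-plate DMSO and GW8510 controls; measured by: ADP-Glo luminescence; incubation: 60 min reaction, RT; benchmarks: DMSO and 20 µM GW8510; reagent: peptide substrate plus 25 µM ATP (final); medium: Tris/MgCl2 kinase buffer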
aSyn 5UTR inh: 5' untranslated region of α-synuclein, MLPCN primary screen. alpha-synuclein 5'UTR reporter, inhibitor activity. inhibition, % (tested at 7.5 µM). hit rate 0.82% among 300,000. AID 1813; in the data active means inhibition above about 60%;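 further: H4 neuroglioblastoma cells stably carrying SNCA 5'UTR luciferase fusion; 0% = DMSO wells and 100% = positive control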
IEC-6 tox: counter-screen for KLF5 inhibitors: cytotoxicity in IEC-6 cells; IEC-6 cytotoxicity, luminescence viability; inhibition, % at 5 µM; hit rate 0.78% among 290,000; AID 1825; in the data active means inhibition above about 22%;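 further: 0% = plate median of test compound wells and 100% = cytotoxic reference compound wells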
HSP90 refold inh: HSP90 refolding inhibition in rabbit reticulocyte lysate. luciferase refolding luminescence, 3 h. inhibition, % at 5.6 µM. hit rate 0.91% among 290,000;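 active means inhibition above the screen-wide mean plus 3 SD, computed separately per campaign, cut at about 16% in these data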;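 further: 0% = DMSO wells and 100% = 60 µM geldanamycin wells; inhibitors lower the luminescence because luciferase stays unfolded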
Active calls of the source: *; / = no result given. Not a hit list; 4.7% or so of the library scored in one or more.

| entry | SMILES | GSK3 alpha inh | HSF1 inhib | KLF5 inh | HIF act | HSP90 refold inh | IEC-6 tox | GSK3beta inhib | AI-2 QS mod | aSyn 5UTR inh | HSF1 activator |
| --- | --- | --- | --- | --- | --- | --- | --- | --- | --- | --- | --- |
| 1 | N#CC1=C(SCc2ccccc2Cl)NC(=O)C(C(N)=O)C1 (centres undefined) | 7.5 | -2.3 | 21.7 | -0.1 | 3.1 | -4.6 | -1.6 | 23.7 | -15.0 | -1.0 |
| 2 | O=S(=O)(NC(=S)NC1CCCCC1)c1ccc(Cl)cc1 | -5.3 | -7.2 | -31.7 | -0.6 | -2.6 | -19.1 | 3.8 | 42.7 | -22.5 | 10.5 |
| 3 | Fc1ccc(-c2cc3nc(-c4ccccc4)cc(N4CCN(CCN5CCOCC5)CC4)n3n2)cc1 | / | -0.8 | -31.1 | 0.1 | -6.3 | 0.8 | 1.9 | -12.6 | -17.5 | -6.7 |
| 4 | Cc1cccc(OCCNC(=O)CSc2ccc(C(F)(F)F)cc2[N+](=O)[O-])c1 | -2.7 | -2.7 | 10.6 | -0.7 | -6.1 | 0.2 | -4.4 | 13.8 | -4.6 | -0.9 |
| 5 | C/C(=N\NC1=NCCN1)c1ccccc1 | 0.0 | -1.8 | -15.3 | -0.2 | 0.0 | 6.0 | 0.6 | 12.1 | -13.9 | 6.7 |
| 6 | O=C(c1ccc(F)cc1)N1CCN(C2CCCCC2)CC1 | -1.5 | -16.0 | -20.4 | 0.8 | 0.1 | -2.9 | -2.1 | 6.9 | -11.9 | -30.6 |
| 7 | CCCOc1ccc(Cc2c(Cl)nc(SC)nc2OC)cc1 | -2.4 | 12.8 | 13.2 | 0.1 | -2.6 | -5.7 | 0.3 | 11.0 | -1.9 | 5.5 |
| 8 | O=C(Oc1ccc(-c2nnco2)cc1)N1CCCCC1 | -1.8 | 0.5 | -30.1 | 1.4 | -2.2 | 2.7 | 2.4 | 4.6 | -49.6 | 8.1 |
| 9 | Cc1cc(C)c(CN2CCC(CO)(CCOc3ccccc3)CC2)cc1C | 0.6 | -6.6 | -7.5 | 0.5 | -3.4 | -1.7 | -1.7 | 28.1 | -3.1 | -8.8 |
| 10 | COc1c(C)cc(C(=O)C2CCCN(Cc3cnc(N4CCOCC4)s3)C2)cc1C (centres undefined) | 0.3 | -1.8 | -34.6 | 0.1 | 2.4 | 3.1 | 0.7 | -6.0 | 20.7 | -13.3 |
| 11 | Cc1cccc(/C=N/NC(=O)c2cccc(NC(=O)c3ccccc3)c2)n1 | 18.8 | 4.2 | -32.6 | 0.6 | -2.4 | 2.3 | -5.3 | 22.9 | -7.9 | -2.7 |
| 12 | COc1ccc(C(=O)OCC(=O)NCCCc2ccccc2)cc1[N+](=O)[O-] | 1.1 | 4.2 | -15.3 | -0.7 | -5.5 | -8.2 | 2.1 | 31.2 | -3.4 | 6.8 |

From entry 1 up to 12, as listed above:
| entry | SMILES | GSK3 alpha inh | HSF1 inhib | KLF5 inh | HIF act | HSP90 refold inh | IEC-6 tox | GSK3beta inhib | AI-2 QS mod | aSyn 5UTR inh | HSF1 activator |
| --- | --- | --- | --- | --- | --- | --- | --- | --- | --- | --- | --- |
| 1 | N#CC1=C(SCc2ccccc2Cl)NC(=O)C(C(N)=O)C1 (centres undefined) | 7.5 | -2.3 | 21.7 | -0.1 | 3.1 | -4.6 | -1.6 | 23.7 | -15.0 | -1.0 |
| 2 | O=S(=O)(NC(=S)NC1CCCCC1)c1ccc(Cl)cc1 | -5.3 | -7.2 | -31.7 | -0.6 | -2.6 | -19.1 | 3.8 | 42.7 | -22.5 | 10.5 |
| 3 | Fc1ccc(-c2cc3nc(-c4ccccc4)cc(N4CCN(CCN5CCOCC5)CC4)n3n2)cc1 | / | -0.8 | -31.1 | 0.1 | -6.3 | 0.8 | 1.9 | -12.6 | -17.5 | -6.7 |
| 4 | Cc1cccc(OCCNC(=O)CSc2ccc(C(F)(F)F)cc2[N+](=O)[O-])c1 | -2.7 | -2.7 | 10.6 | -0.7 | -6.1 | 0.2 | -4.4 | 13.8 | -4.6 | -0.9 |
| 5 | C/C(=N\NC1=NCCN1)c1ccccc1 | 0.0 | -1.8 | -15.3 | -0.2 | 0.0 | 6.0 | 0.6 | 12.1 | -13.9 | 6.7 |
| 6 | O=C(c1ccc(F)cc1)N1CCN(C2CCCCC2)CC1 | -1.5 | -16.0 | -20.4 | 0.8 | 0.1 | -2.9 | -2.1 | 6.9 | -11.9 | -30.6 |
| 7 | CCCOc1ccc(Cc2c(Cl)nc(SC)nc2OC)cc1 | -2.4 | 12.8 | 13.2 | 0.1 | -2.6 | -5.7 | 0.3 | 11.0 | -1.9 | 5.5 |
| 8 | O=C(Oc1ccc(-c2nnco2)cc1)N1CCCCC1 | -1.8 | 0.5 | -30.1 | 1.4 | -2.2 | 2.7 | 2.4 | 4.6 | -49.6 | 8.1 |
| 9 | Cc1cc(C)c(CN2CCC(CO)(CCOc3ccccc3)CC2)cc1C | 0.6 | -6.6 | -7.5 | 0.5 | -3.4 | -1.7 | -1.7 | 28.1 | -3.1 | -8.8 |
| 10 | COc1c(C)cc(C(=O)C2CCCN(Cc3cnc(N4CCOCC4)s3)C2)cc1C (centres undefined) | 0.3 | -1.8 | -34.6 | 0.1 | 2.4 | 3.1 | 0.7 | -6.0 | 20.7 | -13.3 |
| 11 | Cc1cccc(/C=N/NC(=O)c2cccc(NC(=O)c3ccccc3)c2)n1 | 18.8 | 4.2 | -32.6 | 0.6 | -2.4 | 2.3 | -5.3 | 22.9 | -7.9 | -2.7 |
| 12 | COc1ccc(C(=O)OCC(=O)NCCCc2ccccc2)cc1[N+](=O)[O-] | 1.1 | 4.2 | -15.3 | -0.7 | -5.5 | -8.2 | 2.1 | 31.2 | -3.4 | 6.8 |

Remaining list, next part:
| entry | SMILES | GSK3 alpha inh | HSF1 inhib | KLF5 inh | HIF act | HSP90 refold inh | IEC-6 tox | GSK3beta inhib | AI-2 QS mod | aSyn 5UTR inh | HSF1 activator |
| --- | --- | --- | --- | --- | --- | --- | --- | --- | --- | --- | --- |
| 13 | CCOc1ccc2nc(N3C(=O)/C(=C/c4ccccc4)NC3=S)sc2c1 | 0.4 | 14.7 | -122.6 | 2.1 | -1.9 | -1.0 | -1.9 | 9.5 | -50.0 | 4.2 |
| 14 | CN(C(=O)COC(=O)c1n[nH]c2ccccc12)c1ccccc1 | -0.5 | 0.4 | -0.6 | 2.2 | 0.2 | 11.8 | 2.5 | 6.3 | -32.7 | 9.7 |
| 15 | CC(=O)NNC(=O)c1nc(-c2ccccc2)c(C)o1 | -2.6 | / | 9.7 | / | 0.7 | 1.5 | -3.3 | 25.2 | / | / |
| 16 | CCOC(=O)COc1ccc(S(=O)(=O)Nc2ccc3c(c2)OCCO3)cc1 | -0.9 | -10.3 | -8.6 | 0.0 | -1.1 | 6.3 | -1.8 | -12.8 | -30.7 | -15.4 |
| 17 | COc1ccccc1CN(Cc1nc2ccccc2c(=O)[nH]1)C(=O)Nc1ccccc1 | 0.6 | 36.5 | -18.4 | -4.8 | -4.1 | 5.3 | 1.1 | -7.1 | 18.9 | 44.1 |
| 18 | CCN(c1ccccc1)S(=O)(=O)c1ccc(OC)c(OC)c1 | 0.8 | -11.6 | 5.3 | 0.2 | -2.4 | -2.4 | -3.0 | 14.2 | -2.0 | -6.0 |
| 19 | O=C(O)c1ccnc(C(=O)O)c1 | 0.5 | -0.3 | -6.3 | 0.1 | 2.0 | 0.1 | 1.7 | 17.6 | 2.5 | -1.6 |
